RGS4 pot: RGS4 potentiation or activation | HEK293 M3R/inducible RGS4, carbachol calcium flux Fluo4; active compounds read low | B-score at 10 µM | 310,000 compounds, 0.92% hits | AID 463111;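 active = B-score of the integrated calcium signal more than 4 SD below the library mean, with starting fluorescence not abnormally high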;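 note: negative B-score means reduced calcium response which marks RGS4 activation or potentiation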
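Detection: kinetic calcium fluorescence imaging with Fluo4-AM dye, 2 µM / Material: HEK293 cells with stable M3R and inducible RGS4 / Schedule: recording 10 s baseline at 1 Hz, 100 s post-agonist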
MrgX1 allo act: allosterically activates human MrgX1 receptor signaling. Q96LB2. B-score at 10 µM. 310,000 compounds, 0.63% hits. MrgX1-HEK293, Fluo-4 calcium flux, FDSS; active compounds read high;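 active = plate-corrected calcium response at least 3 library SD above typical, normal starting fluorescence, not activating the receptor alone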;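 note: compound read alongside a low EC10 to EC30 dose of BAM8-22 agonist; peak minus trough fluorescence over baseline measured at the second addition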
Target sequence (Q96LB2 whole entry, looked up): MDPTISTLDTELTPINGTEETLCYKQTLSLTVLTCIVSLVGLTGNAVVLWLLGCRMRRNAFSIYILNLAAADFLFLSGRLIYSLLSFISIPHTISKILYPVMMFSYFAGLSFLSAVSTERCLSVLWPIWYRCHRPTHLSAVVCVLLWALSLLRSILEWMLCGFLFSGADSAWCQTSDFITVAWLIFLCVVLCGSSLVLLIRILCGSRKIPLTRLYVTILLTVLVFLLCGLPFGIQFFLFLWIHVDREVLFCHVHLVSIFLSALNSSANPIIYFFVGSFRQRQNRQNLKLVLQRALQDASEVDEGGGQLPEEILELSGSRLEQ
MrgX1 antagonist: human MrgX1 receptor antagonism, primary screen. Q96LB2. MRGX1-HEK293 calcium flux, Fluo-4, BAM8-22 antagonism; active compounds read low. B-score at 10 µM. 310,000 compounds, 1.3% hits;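 active = calcium-response B-score plate-corrected more than 3 library SD below zero, starting fluorescence within 5 deviations, no agonist response on first addition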;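 note: peak minus trough fluorescence over baseline after final BAM8-22 challenge near maximal dose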
RGS4 block: human RGS4 inhibition. P49798. HEK293 M3R/RGS4 inducible, Fluo-4 calcium flux; active compounds read high; triggered by carbachol at its EC20. B-score at 10 µM. 310,000 compounds, 0.45% hits. AID 463165;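 active = B-score, a plate-corrected calcium signal, over three deviations above library mean, with baseline fluorescence within five deviations of library mean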;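 note: RGS4 expression induced by doxycycline in cells with stable M3 receptor; B-score is computed from the integrated fluorescence ratio over baseline after carbachol; higher B-score means a larger calcium signal and so more RGS4 inhibition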
Target sequence (P49798 whole entry, looked up): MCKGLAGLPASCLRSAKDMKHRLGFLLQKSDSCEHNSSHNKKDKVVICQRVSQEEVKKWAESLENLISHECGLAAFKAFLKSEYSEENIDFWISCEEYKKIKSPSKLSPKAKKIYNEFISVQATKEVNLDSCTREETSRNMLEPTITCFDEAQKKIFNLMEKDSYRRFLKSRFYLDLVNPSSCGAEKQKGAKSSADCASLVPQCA
Platelet DG rel: modulates dense granule release in human platelets; human platelet-rich plasma, SFLLRN dense granule ATP release, luminescence; inhibition, %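 (compounds screened at 7.5 µM in platelet-rich plasma)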; 300,000 compounds, 0.22% hits; AID 1663;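 active = mean replicate score, as percent of positive control, at or above 50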
SKKanGAS inh: blocks kanamycin growth of S. pyogenes SKKanGAS strain; BacTiter-Glo, 6 h; inhibition, % at 7.5 µM; 300,000 compounds, 1.3% hits;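 active = mean replicate score, as percent of positive control median, at least 50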;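 note: strain carries kanamycin resistance gene driven by streptokinase promoter and grows in 40 µg/ml kanamycin; loss of luminescence reflects streptokinase promoter inhibition or plain growth inhibition; 0% = median of DMSO wells and 100% = positive control at its reference dose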
TRPC4 inh: blocks the mouse TRPC4 cation channel. Q9QUQ5. HEK293 TRPC4beta/mu-opioid, DAMGO-evoked Fluo4 calcium flux; active compounds read low. B-score at 10 µM. 300,000 compounds, 0.39% hits;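 active = B-score over 3 SD under the library average, no early fluorescence shift, positive overall ratio signal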
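Signal: kinetic Fluo4 fluorescence imaging of calcium influx. Material: stable TRPC4beta/mu-opioid receptor HEK293 cells. Probe or stimulus: DAMGO in two steps, submaximal then maximal.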
HIF act: HIF pathway transcriptional activation; U2OS HRE-luciferase reporter, luminescence; normalized: DMSO 0%, desferrioxamine 100%; activation, % at 7.5 µM (by protocol); 300,000 compounds, 0.32% hits;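 active = mean activation of at least 10% of the iron chelator positive control signal, with at least half of replicates also reaching 10%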
TRPC6 inh: blocks the mouse TRPC6 cation channel; B-score at 10 µM; 310,000 compounds, 1.1% hits; HEK293-TRPC6, membrane potential dye, ACh-evoked depolarization; active compounds read low; AID 2553;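 active = B-score under library mean minus 3 SD, initial fluorescence not abnormally high, positive integrated signal ratio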;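 note: B-score derived from integrated fluorescence ratio over the kinetic read; more negative B-score means stronger inhibition of depolarization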
TRPC6 activator: activators of mouse TRPC6 channel; HEK293-TRPC6 membrane potential dye fluorescence; active compounds read high; B-score at 10 µM; 310,000 compounds, 0.13% hits; AID 2550;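 active = B-score of the integrated fluorescence ratio above library mean plus 3 SD, and starting fluorescence ratio within library mean plus 5 SD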;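 note: higher score means more depolarization so channel activation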
MrgX1 ag: agonists of human MrgX1 receptor; 310,000 compounds, 0.44% hits; Q96LB2; MrgX1-HEK293 cells, Fluo-4 calcium fluorescence, agonist mode; active compounds read high; B-score at 10 µM;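 active = calcium response B-score plate-corrected fluorescence ratio at least 3 library SD, with starting fluorescence B-score inside 5 SD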
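Test system: Stable human MrgX1 HEK293 cell line | Schedule: Overnight plating before 1 h dye loading | Read-out basis: Baseline-normalised fluorescence change ratio, B-scored | Detection: Kinetic calcium dye fluorescence, Fluo-4 NW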
Active calls of the source: *; i = inactive; · = no result given.

SMILES | RGS4 pot | MrgX1 allo act | MrgX1 antagonist | RGS4 block | Platelet DG rel | SKKanGAS inh | TRPC4 inh | HIF act | TRPC6 inh | TRPC6 activator | MrgX1 ag
COc1ccc(C(=O)Nc2ncc3c(n2)CC(C)CC3=O)cc1 (stereo not drawn) | i | i | i | i | 3 | -5 | i | 0.4 | i | i | i
CCOc1ccc(N(C)Cc2cc(=O)oc3ccc(OC)cc23)cc1 | i | i | i | i | -3 | 2 | i | -10 | i | i | i
O=C(NCC1CCCN(Cc2nccs2)C1)c1cccc2ccccc12 (stereo not drawn) | i | i | i | i | 1 | 2 | i | -0.3 | i | i | i
O=C(c1cc(F)c(F)cc1Cl)N1CCN(c2ncccn2)CC1 | i | i | i | i | -4 | 6 | i | 0.6 | i | i | i
O=C(Nn1cnnc1)c1ccccc1Cl | i | i | i | i | 4 | 4 | i | -1.8 | i | i | i
CN(CC(=O)Nc1ccccc1Br)C(=O)CCSc1ccc(F)cc1 | i | i | i | i | -10 | -2 | i | 0.1 | i | i | i
CN1C(=O)/C(=C2\SC(N3CCCCCC3)=NC2=O)c2ccccc21 | i | i | i | i | 2 | 3 | i | 2.8 | i | i | i
O=C(NC1CS(=O)(=O)CC1NCc1ccco1)c1ccccc1 (stereo not drawn) | i | i | i | i | -1 | 7 | i | 0.2 | i | i | i
COc1ccc(CCNC(=O)CC(c2ccccc2)c2cccc(C)c2O)cc1OC (stereo not drawn) | i | i | -5.9* | i | -2 | 1 | i | -0.5 | i | i | i
CCCOc1ccc(N/C=C/C(=O)c2cc(OC)c(OC)c(OC)c2)cc1 | i | i | i | i | -11 | 6 | i | 1.7 | i | i | i
Clc1cccc(N2CCN(CCNc3nc4ccccc4n4cnnc34)CC2)c1 | i | i | i | i | 2 | -1 | i | -0.6 | i | i | i
COc1ccc(CC(=O)NNC(=S)Nc2ccccc2)cc1Br | i | i | i | i | -50 | 6 | i | -0.4 | i | i | i
Cc1cccc(OCCC(=O)Nc2ccc(F)c(F)c2)c1 | i | i | i | i | -12 | -1 | i | -0.5 | i | i | i
CCOc1ccccc1NC(=O)C1CCN(S(=O)(=O)c2cccc3cccnc23)CC1 | i | i | i | i | -1 | -2 | i | · | i | i | i
COc1ccc(CCC(=O)NC2CCCN(Cc3ccc(Cl)cc3)C2)cc1OC (stereo not drawn) | i | i | i | i | -10 | -7 | i | -1.1 | i | i | i
Nc1c(-c2ccc(Cl)cc2)nnn1-c1ccccc1 | i | i | i | i | 9 | -1 | i | 1.2 | i | i | i
COc1ccc(C(=O)NNC(=O)C(Cc2ccc(O)cc2)NC(=O)c2ccccc2NC(=O)c2ccc(OC)cc2)cc1 (stereo not drawn) | i | i | i | i | -4 | 9 | i | -0.1 | i | i | i
OC1CCN(c2c3c(nc4cc(-c5ccc(Cl)cc5)nn24)CCC3)CC1 | i | i | i | i | 20 | 0 | i | -0.1 | i | i | i
O=C(COc1ccc(C(=S)N2CCOCC2)cc1)N1CCCC1 | i | i | i | i | 2 | -1 | i | -0.3 | i | i | i
N#CNC(=Nc1cccc(Cl)c1)Oc1ccccc1 | i | i | i | i | 6 | 6 | i | 0.4 | i | i | i
O=Cc1cccnc1SCc1ccccc1 | i | i | i | i | 13 | 9 | i | -0.1 | i | i | i
CCOc1ccc(S(=O)(=O)NCCC(=O)NCC(c2ccc(F)cc2)N2CCOCC2)cc1 (stereo not drawn) | i | i | i | i | 14 | -13 | i | -0.3 | i | i | i
Cn1c(N)c(C(=O)COC(=O)CC2CC3CCC2C3)c(=O)n(C)c1=O (stereo not drawn) | i | i | i | i | 1 | -1 | i | -0.2 | i | i | i
CCOC(=O)C1=C(Cc2ccc(C)cc2)C(=O)c2ccccc2C1=O | i | i | i | i | 4 | 64* | i | 1.5 | i | 13* | 86*
CCn1c(C)c(C(C)=O)c(N2CCN(C(c3ccccc3)c3ccccc3)CC2)nc1=S | -7.4* | i | i | i | -2 | 6 | i | -0.1 | i | i | i
CC(=O)NN1C(=O)/C(=C2/Sc3ccc(Cl)cc3N2C)SC1=S | i | i | i | i | -1 | 4 | i | 0.3 | i | i | i
CCOC(=O)CCc1c(C)c2ccc(OCc3cc([N+](=O)[O-])ccc3OC)cc2oc1=O | i | i | i | i | 2 | 13 | i | 0.0 | i | i | i
CC(=O)Nc1ccc(NC(=O)C(C)OC(=O)c2ccc3c(c2)OCCO3)cc1 (stereo not drawn) | i | i | i | i | 0 | -6 | i | -0.1 | i | i | i
O=C1Nc2cc(C(=O)N3CCN(c4ccccc4F)CC3)ccc2NC1CSCc1ccccc1F (stereo not drawn) | i | i | i | i | 0 | 9 | i | 1.6 | i | i | i
Cn1c(SCc2ccc(Cl)cc2)nnc1-c1ccc2nonc2c1 | i | i | i | i | 4 | -3 | i | 0.2 | i | i | i
N#C/C(=C(/O)c1ccc(-c2cccc([N+](=O)[O-])c2)o1)c1nc2ccccc2s1 | i | · | · | i | 4 | 24 | i | -0.2 | i | i | ·
Cc1onc(-c2c(Cl)cccc2Cl)c1C(=O)N1C(C)CCCC1C (stereo not drawn) | i | i | i | i | -4 | -7 | i | -0.3 | i | i | i
CC(=O)c1cc(F)c(N2CCCCCC2)cc1C | i | i | i | i | -3 | 8 | i | -0.6 | i | i | i
O=C(COc1ccc2c(-c3ccccc3)cc(=O)oc2c1)Nc1ccc(CN2CCOCC2)cc1 | i | i | i | i | 17 | 5 | i | -0.7 | i | i | i
Cc1cc(C(=O)N2CCCC(CNS(=O)(=O)c3cccs3)C2)nn1C (stereo not drawn) | i | i | i | i | -2 | -3 | i | -0.1 | i | i | i
C=CCN(c1ccc(C(=O)Nc2ccc3c(c2)OCO3)cc1)S(C)(=O)=O | i | i | i | i | 10 | -7 | i | 0.4 | i | i | i
CC1CCCC(NC(=O)c2ccc3c(c2)N(Cc2ccccc2)C(=O)CS3=O)C1C (stereo not drawn) | i | i | i | i | -2 | 3 | i | -0.3 | i | i | i
COc1ccc(OC)c(-c2cc(C(=O)NCCN3CCOCC3)no2)c1 | i | i | i | i | -6 | 1 | i | 0.0 | i | i | i
CCOc1ccccc1NC(=O)CSc1nnc(C2CC2)n1CC | i | i | i | i | 0 | -3 | i | 0.0 | i | i | i
Cc1cccc(C)c1NC(=O)CN(C)C(=O)/C=C/c1cccs1 | i | i | i | i | -8 | 1 | i | 0.0 | i | i | i
CC(C)Cc1nnc(NC(=O)CCC(=O)N2CCN(Cc3ccccc3)CC2)s1 | i | i | i | i | -3 | -2 | i | -0.1 | i | i | i
Cc1ccccc1NS(=O)(=O)c1ccc(C(=O)N2CCCCCCC2)cc1 | i | i | i | i | 4 | 0 | i | -0.7 | i | i | i
COc1ccc(NS(=O)(=O)c2cc(NC(=O)C3CC3)ccc2N2CCCCC2)cc1 | i | i | i | i | -2 | 7 | i | -0.3 | i | i | i
Cc1csc(NC(=O)CSc2nnc(-c3cccnc3)o2)n1 | i | i | i | i | -2 | -2 | i | 1.2 | i | i | i
O=C(Cn1ncc2c1-c1ccccc1OC2)Nc1nc2ccccc2s1 | i | i | i | i | -7 | -3 | i | -0.3 | i | i | i
c1ccc(N2CCN(c3nc4cc5c(cc4s3)OCCO5)CC2)cc1 | i | i | i | i | 12 | -4 | i | 1.6 | i | i | i
CCC(=O)Nc1ccc(-c2ccc(N3CCN(C)CC3)nn2)cc1 | i | i | i | i | 2 | 0 | i | 2.2 | i | i | i
COC(=O)c1[nH]c(=O)c2ccccc2c1OCc1ccccc1 | i | i | i | i | 2 | -6 | i | 0.0 | i | i | i
Cn1nc(C(=O)N2CCOCC2)c([N+](=O)[O-])c1C(=O)N1CCOCC1 | i | i | i | i | 12 | -7 | i | -0.1 | i | i | i
O=C(Nc1ncc([N+](=O)[O-])s1)c1ccccc1Br | i | i | i | i | 1 | 6 | i | 2.3 | i | i | i
CCOC(=O)C1CCN(S(=O)(=O)c2ccc3c(c2)NC(=O)C(C)C(=O)N3)CC1 (stereo not drawn) | i | i | i | i | 4 | 2 | i | -0.3 | i | i | i
N/C(=N\OC(=O)CCN1C(=O)c2ccccc2C1=O)c1ccccn1 | i | i | i | i | 1 | -4 | i | 0.4 | i | i | i
O=C(COC(=O)CCC1CCCC1)Nc1ccc(Cl)cn1 | i | i | i | i | 3 | -1 | i | 0.7 | i | i | i
COc1ccc(-c2nn(-c3ccccc3)cc2/C=N/NC(=O)c2cccc(S(=O)(=O)Nc3ccccc3Cl)c2)cc1 | i | i | -5* | i | 0 | 30 | i | 1.5 | i | i | i
COC(=O)c1ccc(NC(=S)NC2CCCCC2)cc1 | i | i | i | i | 7 | -4 | i | 1.3 | i | i | i
COCc1cc(C)nc2sc(C(=O)Nc3cccc(OC)c3)c(N)c12 | i | i | i | i | 2 | -6 | i | 5.0 | i | i | i
Cc1ccccc1NS(=O)(=O)c1ccc(C(=O)NCCCN2CCOCC2)cc1 | i | i | i | i | 0 | -3 | i | -26 | i | i | i
O=C(NCCN1CCOCC1)/C(=C\c1ccccc1F)NC(=O)c1ccccc1 | i | i | i | i | -6 | -4 | i | -0.6 | i | i | i
Cc1ccn2c(CN(C)CCn3nc(C)cc3C)c(C(=O)N3CCCCCC3)nc2c1 | i | i | i | i | 6 | 7 | i | 0.0 | i | i | i
CC(=O)c1ccc(NS(=O)(=O)Cc2ccc(Cl)cc2)cc1 | i | i | i | i | -18 | · | i | -0.2 | i | i | i
CN(C)CCn1c2c(c(SCC(=O)N3CCc4ccccc43)nc1=O)CCCC2 | i | i | i | i | -14 | -3 | i | 0.3 | i | i | i

Filtered by structure, those above containing a cyano group.
SMILES | RGS4 pot | MrgX1 allo act | MrgX1 antagonist | RGS4 block | Platelet DG rel | SKKanGAS inh | TRPC4 inh | HIF act | TRPC6 inh | TRPC6 activator | MrgX1 ag
N#CNC(=Nc1cccc(Cl)c1)Oc1ccccc1 | i | i | i | i | 6 | 6 | i | 0.4 | i | i | i
N#C/C(=C(/O)c1ccc(-c2cccc([N+](=O)[O-])c2)o1)c1nc2ccccc2s1 | i | · | · | i | 4 | 24 | i | -0.2 | i | i | ·
